From PubChem
GoLoco inh red = RGS12 GoLoco-Gai1 interaction inhibition; Gai1:RGS12 GoLoco peptide FP, rhodamine, 10 min; Potency, µM (top dose mostly 61.6 µM), for the others: top-dose activity, negative = inhibition, actives largely listed as inhibitors; actives 0.44% (n = 230,000); active = well fitted inhibition curve with a large enough effect, not every such curve was filed as active; inactive = no such curve, though single readings can be large or run the other way; note: nearly all actives have a fitted effect of over 30% in size; many of its hits are not listed in these tables
L3MBTL1 block = L3MBTL1 (human) inhibition; AlphaScreen L3MBTL1–H3K9me1 peptide binding; actives 0.66% (n = 230,000); Potency, µM (doses to about 57.1 µM), without a hit: at the highest dose activity, negative = inhibition, most hits filed as inhibitors; Q9Y468; AID 485360; note: nearly all actives have a fitted effect of over 60% in size
Target sequence (Q9Y468 whole entry, looked up): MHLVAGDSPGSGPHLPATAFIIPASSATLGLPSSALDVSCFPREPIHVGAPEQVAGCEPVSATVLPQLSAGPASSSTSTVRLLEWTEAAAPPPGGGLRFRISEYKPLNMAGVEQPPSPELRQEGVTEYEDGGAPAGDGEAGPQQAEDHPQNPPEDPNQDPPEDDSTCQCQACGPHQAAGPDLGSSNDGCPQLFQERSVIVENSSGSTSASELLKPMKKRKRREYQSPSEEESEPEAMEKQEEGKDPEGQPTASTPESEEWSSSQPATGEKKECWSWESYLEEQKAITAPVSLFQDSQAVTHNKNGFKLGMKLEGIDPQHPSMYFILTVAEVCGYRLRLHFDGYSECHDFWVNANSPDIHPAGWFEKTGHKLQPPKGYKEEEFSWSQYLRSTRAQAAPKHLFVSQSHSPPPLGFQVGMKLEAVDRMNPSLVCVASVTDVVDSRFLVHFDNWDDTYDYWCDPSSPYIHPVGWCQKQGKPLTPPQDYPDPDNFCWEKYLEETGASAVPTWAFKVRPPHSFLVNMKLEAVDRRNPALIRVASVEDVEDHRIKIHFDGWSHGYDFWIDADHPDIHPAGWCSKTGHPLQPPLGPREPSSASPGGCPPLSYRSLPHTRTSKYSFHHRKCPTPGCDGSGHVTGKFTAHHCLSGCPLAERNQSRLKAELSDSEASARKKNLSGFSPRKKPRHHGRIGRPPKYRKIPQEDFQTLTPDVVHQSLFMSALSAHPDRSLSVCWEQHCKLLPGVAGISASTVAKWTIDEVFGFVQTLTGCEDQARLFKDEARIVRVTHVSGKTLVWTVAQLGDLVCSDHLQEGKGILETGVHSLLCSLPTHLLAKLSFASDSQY
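Read-out is AlphaScreen signal from streptavidin donor and nickel chelate acceptor beads (10 ug/mL final each) bridging L3MBTL1 (50 nM) and biotinylated K9-monomethylated H3(1-15) peptide (75 nM), after 30 min compound exposure at room temperature.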
TRb-SRC2 inh = inhibitors of human thyroid hormone receptor beta-SRC2 interaction; P10828; TRbeta-SRC2 peptide binding, fluorescence polarization; receptor liganded with 1 µM T3; Potency, µM (top dose mostly 106 µM), for the others: top-dose activity change, negative = inhibition, most hits filed as inhibitors; actives 0.065% (n = 280,000);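 note: plate controls were bound peptide for no effect and peptide without receptor for full effect; nearly all actives have a fitted effect of over 50% in size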
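Polarization signal, normalized between peptide-alone and full complex controls, measured compound effects on T3-liganded human TRb LBD (0.6 uM) binding 20 nM Texas Red SRC2 peptide after 5 hr.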
RECQ1 inh = blocks DNA unwinding by human RECQ1; P46063; RECQ1 DNA unwinding, red fluorescence kinetic read; Potency, µM (titrated, usually from 57.3 µM), without a hit: at the top dose activity, negative = inhibition, most hits filed as inhibitors; actives 0.54% (n = 240,000); AID 2549;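 note: plate controls were vehicle for no effect and no enzyme for full effect; nearly all actives have a fitted effect of over 30% in size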
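50 nM RECQ1T1 preincubated 15 min with compound in Tris pH 8.0 buffer with MgCl2, DTT, Tween-20 and 2.5 ug/ml poly(dI-dC); started with 200 nM TAMRA/BHQ-2 forked duplex and 2 mM ATP. Unwinding read as fluorescence (525/598 nm), two reads 2 h apart.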
TR SRC2 fluor cs = Texas Red fluorescence interference in TRb-SRC2 counter-screen; TRb/SRC2 Texas Red total fluorescence interference; Potency, µM (titrated, usually from 106 µM), without a hit: at the highest dose fluorescence change, negative = quenching; actives 0.29% (n = 280,000); AID 1479; active = well fitted curve in either direction with a large enough effect; inconclusive = small, poorly fitted or top-dose-only effect
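Human TRβ ligand-binding domain (0.6 uM) and Texas Red SRC2 peptide (20 nM) in Tris buffer with 1 uM T3 and 5% DMSO were incubated with pinned compound for 5 hr at ambient temperature. Total fluorescence was computed as S + 2P (555/632 nm).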
JMJD2E inh = JMJD2E (human) inhibition; B2RXH2; JMJD2E catalytic domain, FDH-coupled NADH fluorescence (FDH is formaldehyde dehydrogenase); Potency, µM (titrated, usually from 57.1 µM), for the others: at the highest dose activity change, negative = inhibition, hits mostly inhibitors; actives 1.6% (n = 230,000); AID 2147; active = well fitted inhibition curve with a large enough effect, not every such curve was filed as active; inconclusive = small, poorly fitted or top-dose-only effect, or another doubt; inactive = no such curve, though single readings can be large or run the other way;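 note: 0% = wells with enzyme and -100% = buffer wells without enzyme; nearly all actives have a fitted effect of over 50% in size; many of its hits are not listed in these tables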
Tau fibril ThT = inhibitors of human tau fibril formation, thioflavin T binding; recombinant tau K18 P301L, heparin-induced fibrillization, ThT fluorescence; actives 2.1% (n = 270,000); Potency, µM (doses to about 57.4 µM), for the others: at the top dose activity, negative = inhibition, most hits filed as inhibitors; P10636; AID 1460; note: nearly all actives have a fitted effect of over 55% in size
Target sequence (P10636 561-689 P618L limits assumed): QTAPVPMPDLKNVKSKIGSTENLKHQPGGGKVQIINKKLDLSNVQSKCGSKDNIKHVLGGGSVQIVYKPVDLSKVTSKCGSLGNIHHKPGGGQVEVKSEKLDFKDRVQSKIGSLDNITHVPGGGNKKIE
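ThT emission at 510 nm, taken 1 hr after adding 30 uM dye, quantifies aggregates formed when 20 uM heparin acts on human tau K18 P301L for 6 hr at 37 C.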
Tau FP inhib = inhibitors of human tau fibril formation; AID 1468; Potency, µM (highest dose often 57.7 µM), without a hit: top-dose activity, negative = inhibition, most hits filed as inhibitors; P10636; K18 P301L tau heparin fibrillization, Alexa594 FP, 6 h; actives 0.39% (n = 280,000); note: nearly all actives have a fitted effect of over 55% in size
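K18 P301L tau (15 uM unlabeled/0.24 uM Alexa 594-labeled, final) + compound + heparin 20 uM final; 100 mM NaOAc pH 7; 6 hr 37 C; ThT 30 uM final added, 1 hr RT; FP ex 555/em 632 nm.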
An asterisk follows results filed as active; [ ] = another dose, or the depositor's remark. Unless noted, calls come from the whole dose curve; as a rule, active = well fitted curve in the direction sought with a large enough effect; inconclusive = small, poorly fitted or top-dose-only effect, or another doubt; inactive = no such curve, though single readings can be large; an effect the other way counts as inactive or inconclusive. Unless noted, % is set by controls: 0 for no effect and ±100 for the full control effect; potency is the fitted concentration of half-maximal effect. The list is partial; count on the stated rates, not on these rows.

CCS(=O)(=O)c1ccc(C(=O)Nc2cccc(Cl)c2)c(Cl)c1Cl was read as GoLoco inh red 8.5%, L3MBTL1 block 4.7%, TRb-SRC2 inh -2.5%, RECQ1 inh -5.5%, TR SRC2 fluor cs 0.0%, JMJD2E inh -0.8%, Tau fibril ThT 1.4% and Tau FP inhib -3.2%.
Cc1ccc(C(=O)N[C@H](C(=O)Nc2cc(Cl)cc(Cl)c2)C(C)C)cc1 was read as GoLoco inh red -2.6%, L3MBTL1 block 9.4%, TRb-SRC2 inh -1.6%, RECQ1 inh -5.9%, TR SRC2 fluor cs 4.7%, JMJD2E inh 5.1%, Tau fibril ThT 4.4% and Tau FP inhib -0.6%.
For COC(=O)c1cccc(Nc2nn3c(=O)c4cc5c(cc4nc3s2)OCO5)c1 the results were TRb-SRC2 inh -4.9%, TR SRC2 fluor cs -1.1%, Tau fibril ThT inconclusive and Tau FP inhib -6.0%.
For CCOc1ccc(C(O)Cn2c(=N)n(CCN3CCCCC3)c3ccccc32)cc1 (centres undefined) the results were GoLoco inh red 9.4%, TRb-SRC2 inh -3.1%, RECQ1 inh -3.5%, TR SRC2 fluor cs -9.2%, JMJD2E inh 1.6%, Tau fibril ThT -11.3% and Tau FP inhib -1.7%.
Cc1cc(NC(=O)CSCc2ccccc2)no1 was read as GoLoco inh red 13.8%, L3MBTL1 block 6.2%, TRb-SRC2 inh 2.6%, RECQ1 inh -2.6%, TR SRC2 fluor cs -2.8%, JMJD2E inh -1.3%, Tau fibril ThT -0.9% and Tau FP inhib 13.3%.
For CC(C)CC1c2[nH]c3ccccc3c2CCN1CCCn1cccn1 (centres undefined) the results were GoLoco inh red 2.8%, L3MBTL1 block -3.1%, TRb-SRC2 inh -0.6%, RECQ1 inh inactive, TR SRC2 fluor cs 3.1%, JMJD2E inh inconclusive, Tau fibril ThT -8.8% and Tau FP inhib -4.7%.
`Fc1ccc(Nc2nc(-c3cccnc3)cs2)cc1` gave GoLoco inh red 19.8%, L3MBTL1 block 0.2%, TRb-SRC2 inh -3.2%, RECQ1 inh inactive, TR SRC2 fluor cs -1.2%, JMJD2E inh 5.4%, Tau fibril ThT -14.9% and Tau FP inhib inconclusive.
For COCCN(CC(=O)NC1CCCCC1)C(=O)CSc1nc2ccccc2o1 the results were GoLoco inh red 4.2%, L3MBTL1 block 13.3%[11.4 µM], TRb-SRC2 inh -3.8%, RECQ1 inh -8.6%, TR SRC2 fluor cs -1.3%, JMJD2E inh -2.5%, Tau fibril ThT 1.5% and Tau FP inhib 2.6%.
`Cc1ccccc1Cn1c(=O)n(CC2CCC(C(=O)N3CCOCC3)CC2)c(=O)c2sccc21` (centres undefined) gave TRb-SRC2 inh 3.3%, TR SRC2 fluor cs -27.6%, Tau fibril ThT 1.2% and Tau FP inhib -6.0%.
CCOc1ccc(Br)cc1C1NC(=O)c2c(sc3c2CCN(C)C3)N1 (centres undefined) was read as TRb-SRC2 inh 6.8%, TR SRC2 fluor cs 3.9%, Tau fibril ThT inconclusive and Tau FP inhib -3.5%.
Screening COc1ccc(/C=N/NC(=O)c2ccccc2O)cc1Cn1cc(Cl)cn1 returned GoLoco inh red 0.1%, L3MBTL1 block -0.8%, TRb-SRC2 inh -3.1%, RECQ1 inh -1.8%, TR SRC2 fluor cs 0.1%, JMJD2E inh inconclusive, Tau fibril ThT -13.6% and Tau FP inhib -2.3%.
For CCS(=O)CC(=O)Nc1c(-c2ccccc2)oc2ccccc2c1=O (centres undefined) the results were GoLoco inh red 3.7%, L3MBTL1 block 9.2%, TRb-SRC2 inh -2.7%, RECQ1 inh 16.3%, TR SRC2 fluor cs -4.4%, JMJD2E inh 4.0%, Tau fibril ThT -1.5% and Tau FP inhib 2.2%.
CCOC(=O)C(NC(=O)CC)(Nc1sc2c(c1C(=O)OC)CCN(C)C2)C(F)(F)F (centres undefined) was read as GoLoco inh red 2.2%, L3MBTL1 block inconclusive, TRb-SRC2 inh 2.4%, RECQ1 inh -2.0%, TR SRC2 fluor cs -3.6%, JMJD2E inh -12.4%, Tau fibril ThT -8.5% and Tau FP inhib -5.9%.
For COc1ccc(C2C(C#N)=C(C)NC(C)=C2C#N)c(OC)c1 the results were GoLoco inh red 5.4%, TRb-SRC2 inh -4.6%, RECQ1 inh -4.8%, TR SRC2 fluor cs -1.8%, JMJD2E inh -9.7%, Tau fibril ThT 0.7% and Tau FP inhib -7.8%.
For O=C(O)CCC/C=C\C[C@@H]1CO[C@H](C(F)(F)F)O[C@@H]1c1ccccc1O the results were GoLoco inh red 0.6%, TRb-SRC2 inh -5.5%, RECQ1 inh inactive, TR SRC2 fluor cs -2.6%, JMJD2E inh 0.5%, Tau fibril ThT -2.7% and Tau FP inhib 1.0%.
`CCc1cccc(NC(=O)Cn2cc(C(=O)c3ccncc3)c(=O)c3cc(C)c(C)cc32)c1` gave TRb-SRC2 inh 0.6%, TR SRC2 fluor cs inconclusive, Tau fibril ThT -13.6% and Tau FP inhib 4.9%.
For CCC1=C(c2ccc(C)cc2)S(=O)(=O)N=C1N1CCC(C(=O)NCc2ccccc2Cl)CC1 the results were TRb-SRC2 inh -0.5%, TR SRC2 fluor cs -13.7%, Tau fibril ThT -5.0% and Tau FP inhib -0.4%.
`CC(=O)c1ccc(NC(=O)Cn2ncc3c4ccccc4n(Cc4ccccc4)c3c2=O)cc1` gave TRb-SRC2 inh 2.4%, TR SRC2 fluor cs -0.9%, Tau fibril ThT 8.9% and Tau FP inhib inconclusive.
Screening COc1ccc(CCNC(=O)CN(c2cccc([N+](=O)[O-])c2)S(C)(=O)=O)cc1OC returned GoLoco inh red 8.7%, L3MBTL1 block -6.7%, TRb-SRC2 inh -3.9%, RECQ1 inh inactive, TR SRC2 fluor cs -0.9%, JMJD2E inh -0.8%, Tau fibril ThT -9.9% and Tau FP inhib 8.1%.
`O=C(COc1ccc(/C=N/NS(=O)(=O)c2ccccc2)cc1)Nc1ccccc1` gave GoLoco inh red 5.3%, L3MBTL1 block 0.7%, TRb-SRC2 inh -17.7%, RECQ1 inh -11.5%, TR SRC2 fluor cs -0.5%, JMJD2E inh 2.6%, Tau fibril ThT -9.2% and Tau FP inhib -7.1%.
For COc1cc(C(=O)Nc2nc3ccc(S(C)(=O)=O)cc3s2)cc(OC)c1C the results were GoLoco inh red 7.5%, L3MBTL1 block 6.9%, TRb-SRC2 inh -12.4%, RECQ1 inh -14.0%, TR SRC2 fluor cs -2.9%, JMJD2E inh inconclusive, Tau fibril ThT -12.1% and Tau FP inhib -9.0%.
For N/C(=N\OC(=O)c1cc([N+](=O)[O-])ccc1Cl)c1ccccn1 the results were GoLoco inh red -2.7%, L3MBTL1 block -12.3%, TRb-SRC2 inh -3.6%, RECQ1 inh -2.0%, TR SRC2 fluor cs -6.7%, JMJD2E inh 1.0%, Tau fibril ThT inconclusive and Tau FP inhib -0.1%.
`CCC(=O)N1c2ccccc2CC1C(=O)NCCCN1CCN(c2ccc(F)cc2)CC1` (centres undefined) gave TRb-SRC2 inh 8.0%, TR SRC2 fluor cs -0.9%, Tau fibril ThT 1.2% and Tau FP inhib -7.2%.
CCOC(=O)c1[nH]c2ccccc2c1NC(=O)CC was read as GoLoco inh red 6.8%, TRb-SRC2 inh -12.9%, RECQ1 inh -6.3%, TR SRC2 fluor cs -3.4%, JMJD2E inh inconclusive, Tau fibril ThT -8.8% and Tau FP inhib -2.2%.
Screening CCOC(=O)N1CCN(Cc2nc(Cc3cccc(F)c3)no2)CC1 returned GoLoco inh red -17.4%, L3MBTL1 block 12.3%, TRb-SRC2 inh 2.5%, RECQ1 inh -5.6%, TR SRC2 fluor cs -3.1%, JMJD2E inh 2.0%, Tau fibril ThT -5.6% and Tau FP inhib -12.6%.
For Cc1ccccc1C(=O)Oc1ccccc1C(=O)N1CCOCC1 the results were GoLoco inh red 2.7%, L3MBTL1 block 0.3%, TRb-SRC2 inh -3.8%, RECQ1 inh 2.5%, TR SRC2 fluor cs -6.6%, JMJD2E inh 8.7%, Tau fibril ThT -10.4% and Tau FP inhib -3.4%.
For Cc1ccc(C)c(NS(=O)(=O)c2ccc(OCC(=O)NCC3CCCO3)cc2)c1 (centres undefined) the results were GoLoco inh red 1.4%, L3MBTL1 block 1.1%, TRb-SRC2 inh 1.9%, RECQ1 inh inactive, TR SRC2 fluor cs 0.1%, JMJD2E inh -9.9%, Tau fibril ThT 1.7% and Tau FP inhib -0.9%.
Screening CC(Oc1ccc(Cl)cc1Cl)C(=O)Nc1ncccn1 (centres undefined) returned GoLoco inh red 3.0%, L3MBTL1 block -2.4%, TRb-SRC2 inh 1.8%, RECQ1 inh -12.6%, TR SRC2 fluor cs 3.5%, JMJD2E inh -0.5%, Tau fibril ThT -0.5% and Tau FP inhib 1.7%.
Screening Cc1ccccc1SCc1noc(C(=O)NC(C)C)c1C(=O)O returned GoLoco inh red 5.5%, L3MBTL1 block 46.5%[activator], TRb-SRC2 inh -22.1%[53 µM], RECQ1 inh -5.2%, TR SRC2 fluor cs 0.4%[53 µM], JMJD2E inh 0.7%, Tau fibril ThT 3.1% and Tau FP inhib -5.3%.
COc1ccc(-c2cc(C(=O)N3CCc4ccccc4C3)no2)cc1 was read as GoLoco inh red 5.6%, TRb-SRC2 inh -4.5%, RECQ1 inh -20.6%, TR SRC2 fluor cs -0.3%, JMJD2E inh -17.3%, Tau fibril ThT inconclusive and Tau FP inhib -0.6%.

3 compounds already listed, ordered by heavy-atom count, falling.
`CC(=O)c1ccc(NC(=O)Cn2ncc3c4ccccc4n(Cc4ccccc4)c3c2=O)cc1` gave TRb-SRC2 inh 2.4%, TR SRC2 fluor cs -0.9%, Tau fibril ThT 8.9% and Tau FP inhib inconclusive.
For CCC1=C(c2ccc(C)cc2)S(=O)(=O)N=C1N1CCC(C(=O)NCc2ccccc2Cl)CC1 the results were TRb-SRC2 inh -0.5%, TR SRC2 fluor cs -13.7%, Tau fibril ThT -5.0% and Tau FP inhib -0.4%.
Screening COc1ccc(CCNC(=O)CN(c2cccc([N+](=O)[O-])c2)S(C)(=O)=O)cc1OC returned GoLoco inh red 8.7%, L3MBTL1 block -6.7%, TRb-SRC2 inh -3.9%, RECQ1 inh inactive, TR SRC2 fluor cs -0.9%, JMJD2E inh -0.8%, Tau fibril ThT -9.9% and Tau FP inhib 8.1%.
